Screening results as filed in PubChem BioAssay.
NCI-60 one-dose screen, 48 h, at 10 µM unless noted. Numbers give growth in % (100 = growth as untreated, 0 = no growth, -100 = all killed).
HL-60(TB) = HL-60(TB) leukemia cells; hit rate 9% among 78,000; AID 1794776; active = growth percent below 10
Starred values were filed as active, the others as inactive; & = joins results of further samples; [ ] = another dose, or the depositor's remark. This is a subset; count on the stated rates, not on these rows.

SMILES	HL-60(TB)
O=C(NCCNC(=O)c1cccnc1)c1cccnc1	99
CCCC1(C(=O)OCC)CCCCC1=O (configuration not stated)	90
COc1ccc(C2CC(c3ccccc3)=NN2C(=O)c2cc(OC)c(OC)c(OC)c2)cc1O (configuration not stated)	-29*
COC(=O)c1cc2oc(/C=N/NC(=O)c3cc4oc5ccccc5c4[nH]3)cc2n1C	95
O=C(CC(C(=O)c1ccccc1)N1CCN(Cc2ccccc2)CC1)c1ccccc1 (configuration not stated)	28
C#C[C@]1(O)CC[C@H]2[C@@H]3CC=C4c5sc(-c6ccc(F)cn6)nc5CC[C@]4(C)[C@H]3CC[C@@]21C	8.6*
O=[N+]([O-])c1cnc(Nc2ccc(N3CCOCC3)nc2)nc1Oc1ccc(C(F)(F)F)cc1	94
O=C(CSc1nc(-c2ccccc2)cn1-c1ccc(Cl)cc1)c1ccc(Cl)cc1	82
c1ccc(-c2csc(Nc3nc(-c4ccccc4)nc4ccccc34)n2)cc1	100
Clc1ccc2[nH]c3c(NCCCN4CCOCC4)ncnc3c2c1	36
COc1ccccc1NC(=O)Nc1cccc(C(F)(F)F)c1	111
Cc1nc2ccccc2c(=O)n1-c1cccc(OCc2cn(-c3cccc(O)c3)nn2)c1	101
Cc1[nH]c(=O)n(C(C)C)c(=O)c1Br	89
COc1ccc(Cn2cc3c(c2-c2ccccc2)CCc2cnoc2-3)cc1	4.5*
Nc1ncn([C@@H]2O[C@H](CO)[C@@H](O)C2(F)F)c(=O)n1	25
CCc1ccc(Nc2ncnc3c2cnn3-c2cccc(Br)c2)cc1	114
COc1cc(-c2cc(/C=C/C(C)=O)[nH]n2)cc(OC)c1OC	67
COc1ccc(C(=O)C[n+]2ccc(/C=C/c3ccncc3)cc2)cc1	87
O=C(Nc1ccc(Cl)cc1)C(Cl)Cl	87
CCOC(=O)Cc1cnn(C)c1N1C=Nc2ccccc2S1(=O)=O	105
N[C@@H]1C[C@H]1c1ccccc1	149
Cc1nc2sc3c(=O)[nH]c(CC(=O)O)nc3c2c(C)c1Br	97
Nc1nc(-c2ccccc2Br)cc(-c2cc3ccccc3oc2=O)n1	101
O=[N+]([O-])c1ccc(NC2CCCCC2)nc1	110
Cc1ccc(S(=O)(=O)NC(CCC(=O)O)C(=O)O)cc1 (configuration not stated)	95
New compounds follow.
SMILES	HL-60(TB)
S=C(c1ccc2c(c1)OCO2)N1CCN(c2ccccc2)CC1	94
CC(C)[C@H](NC(=O)Cn1cc(C(=O)O)nn1)C(=O)O	123
COc1ccc(CCN2C(=O)/C(=C/c3csc(C#N)n3)SC2=S)cc1OC	-18*
C=CCn1c(C)nc2cc(Nc3nc(NCCO)nc4ccccc34)ccc21	94
COc1ccncc1C(=O)Nc1ccc(-n2cnc3ccccc32)cc1	81
C#CC(C)(O)c1ccccc1 (configuration not stated)	89
COc1ccc(-c2nc3ccccc3n2CC(=O)N=Nc2c(O)[nH]c3ccc(OC)cc23)cc1	38
CN(C)CCNC(=O)c1cccc(-c2cnc3ccc(-c4ccc5c(c4)OCO5)nn23)c1	64
O=C1NC(=O)C(CC(=O)n2c(-c3ccccc3)nc3ccccc32)C(=O)N1	106
O=C(NCCc1ccccc1)C(O)C(Cc1ccccc1)N(Cc1ccccc1)Cc1ccccc1 (configuration not stated)	69
COc1ccc(-c2csc(NC(=O)c3ccccc3CN3C(=O)c4ccccc4C3=O)n2)cc1	96
O=C(Cn1nc(-c2ccccc2)ccc1=O)N/N=C/c1ccc(N2CCOCC2)cc1	96
CCN(CC)CCC(C#N)(CCN(C)C)c1ccccc1 (configuration not stated)	90
C[C@]12COC(=O)C[C@@H]1CC[C@@H]1[C@@H]2CC[C@]2(C)[C@@H](O)CC[C@@H]12	99
C=C1CCC2C3(C)COC(c4c(F)cccc4F)OC3CCC2(C)C1C/C=C1/C(=O)OCC1O (configuration not stated)	6.8*
COc1ccc(-c2cc(-c3ccccc3)nc(Nc3nc4ccccc4[nH]3)n2)cc1	108
C#CC(C)(O)C(C)(C)C (configuration not stated)	96
Cc1nc(-c2ccccc2)ccc1-c1nnc(SCc2ccccc2)o1	90
Cc1[nH]c(C)c2ccc(=O)ccc12	86[100 µM]
CN1CCN(c2ccc(Nc3nc(NCCCNS(=O)(=O)c4cccc(F)c4)c4sccc4n3)cc2)CC1	-49*
COc1cc(/C=C/C(=O)/C=C(O)/C=C/c2ccc(OC(=O)C34CC5CC(CC(C5)C3)C4)c(OC)c2)ccc1O	48
O=C1NN=CN2c3ccc(Cl)cc3CC(O)CC12 (configuration not stated)	105
NC(=O)c1c(N)sc2c1CCCC2	81
CN(C=O)c1ccc(CSc2ccccc2)cc1	95
O=C(O)C(c1ccccc1)c1ccccc1O (configuration not stated)	103
Next records
SMILES	HL-60(TB)
COc1cc(OC)c([C@@H]2Nc3cc(-c4cc(OC)c(OC)c(OC)c4)ccc3O[C@H]2CO)c(OC)c1	78
COc1cc(-c2nn(-c3ccccc3)cc2-c2ccnc(NCCCNS(=O)(=O)c3ccc(Cl)cc3)n2)ccc1Cl	102
CCOc1ccc(C(C)c2cc3c(cc2O)OCO3)cc1 (configuration not stated)	95
Clc1ccccc1-c1nc2ccccc2s1	90
O=c1c2sc3ncc(Cl)cc3c2nnn1-c1cccc(Cl)c1	92
CCCCCCCCCCCC(=O)N(C)CC(=O)O	104&100
O=C(O)c1cccnc1	104&97&106
Cn1cccc1/C=N/NC(=O)Cn1c2ccccc2c2ccncc21	69
COc1cc([N+](=O)[O-])ccc1NC(=O)N(C)Cc1ccccc1	96
O=C1CN(O)C(c2ccccc2)=c2cc(Cl)ccc2=N1	81&111
COc1cc(C2NC(=S)NC(C)=C2C(=O)OC(C)C)cc(OC)c1OC (configuration not stated)	97
COc1cccc(/C(C)=C2\SC(=S)NC2=O)c1	101
COc1ccc(-c2nc(SCCC(C)C)nc(N/N=C\c3ccccc3Cl)c2C#N)cc1	87
O=S(=O)(c1ccc(Cl)cc1)c1cc(O)ccc1O	59
NC1=NN(c2ccccc2)C(=O)/C1=C/c1ccc(Cl)cc1	104
CC(=O)NC(C)C(=O)O (configuration not stated)	128
N#CC1=C(N2CCCCC2)NC(c2cccc([N+](=O)[O-])c2)c2sc3c(F)cccc3c21 (configuration not stated)	104
Clc1ccc2oc3c(OCCCn4ccnc4)c4ccccc4nc3c2c1	73
COc1ccc(C2=NN(C(=O)c3cc(OC)c(OC)c(OC)c3)C(c3ccc(C#N)cc3)C2)cc1OC (configuration not stated)	4.2*
O=[N+]([O-])c1cc(Cl)c2[nH]c3c(Cl)cc([N+](=O)[O-])cc3c2c1	-28*
O=C1CSc2ccccc2N1	121
CN(C)c1ccc(-c2nc3ccc(N)cc3[nH]2)cc1	42

Molecules above that have a carbonyl joined to an NH by a bond outside any ring:
SMILES	HL-60(TB)
O=C(NCCNC(=O)c1cccnc1)c1cccnc1	99
COC(=O)c1cc2oc(/C=N/NC(=O)c3cc4oc5ccccc5c4[nH]3)cc2n1C	95
COc1ccccc1NC(=O)Nc1cccc(C(F)(F)F)c1	111
O=C(Nc1ccc(Cl)cc1)C(Cl)Cl	87
CC(C)[C@H](NC(=O)Cn1cc(C(=O)O)nn1)C(=O)O	123
COc1ccncc1C(=O)Nc1ccc(-n2cnc3ccccc32)cc1	81
CN(C)CCNC(=O)c1cccc(-c2cnc3ccc(-c4ccc5c(c4)OCO5)nn23)c1	64
O=C(NCCc1ccccc1)C(O)C(Cc1ccccc1)N(Cc1ccccc1)Cc1ccccc1 (configuration not stated)	69
COc1ccc(-c2csc(NC(=O)c3ccccc3CN3C(=O)c4ccccc4C3=O)n2)cc1	96
O=C(Cn1nc(-c2ccccc2)ccc1=O)N/N=C/c1ccc(N2CCOCC2)cc1	96
NC(=O)c1c(N)sc2c1CCCC2	81
Cn1cccc1/C=N/NC(=O)Cn1c2ccccc2c2ccncc21	69
COc1cc([N+](=O)[O-])ccc1NC(=O)N(C)Cc1ccccc1	96
CC(=O)NC(C)C(=O)O (configuration not stated)	128

Looked up by structure from the entries so far:
SMILES	HL-60(TB)
NC1=NN(c2ccccc2)C(=O)/C1=C/c1ccc(Cl)cc1	104
CCCCCCCCCCCC(=O)N(C)CC(=O)O	104&100
